Screens deposited in PubChem by The Scripps Research Institute Molecular Screening Center.
LYPLA2 counter = LYPLA2 (human) inhibition in PME1 counter-screen; AID 2177; inhibition, % at 5.9 µM; recombinant LYPLA2, FP-Rh probe fluorescence polarization; 320,000 tested, 0.38% active; O95372;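 active = inhibition above the screen-wide mean plus 3 SD, limit set per campaign, cut at about 26% in these data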;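 also: 0% = LYPLA2 with DMSO and 100% = wells lacking LYPLA2 enzyme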
pPAFAH inh = pPAFAH (human) enzyme inhibition; Q13093; recombinant pPAFAH, FP-rhodamine probe fluorescence polarization; inhibition, % at 3.39 µM; 330,000 tested, 1.5% active; AID 463082;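 active = inhibition above the mean inhibition across the screen plus 3 SD, cut at about 25% in these data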;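 also: inhibitors block binding of the rhodamine activity-based probe so polarization drops; 0% = enzyme with DMSO and 100% = wells lacking pPAFAH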
PREPL inh = inhibitors of human prolyl oligopeptidase-like enzyme PREPL. Q4J6C6. recombinant PREPL, fluorescence polarization activity-based probe. inhibition, % at 5.96 µM. 320,000 tested, 0.68% active; in the data active = inhibition above about 43%;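 also: 0% = enzyme with DMSO and 100% = wells lacking enzyme; many of its hits are not listed in these tables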
Target sequence (Q4J6C6 whole entry, looked up): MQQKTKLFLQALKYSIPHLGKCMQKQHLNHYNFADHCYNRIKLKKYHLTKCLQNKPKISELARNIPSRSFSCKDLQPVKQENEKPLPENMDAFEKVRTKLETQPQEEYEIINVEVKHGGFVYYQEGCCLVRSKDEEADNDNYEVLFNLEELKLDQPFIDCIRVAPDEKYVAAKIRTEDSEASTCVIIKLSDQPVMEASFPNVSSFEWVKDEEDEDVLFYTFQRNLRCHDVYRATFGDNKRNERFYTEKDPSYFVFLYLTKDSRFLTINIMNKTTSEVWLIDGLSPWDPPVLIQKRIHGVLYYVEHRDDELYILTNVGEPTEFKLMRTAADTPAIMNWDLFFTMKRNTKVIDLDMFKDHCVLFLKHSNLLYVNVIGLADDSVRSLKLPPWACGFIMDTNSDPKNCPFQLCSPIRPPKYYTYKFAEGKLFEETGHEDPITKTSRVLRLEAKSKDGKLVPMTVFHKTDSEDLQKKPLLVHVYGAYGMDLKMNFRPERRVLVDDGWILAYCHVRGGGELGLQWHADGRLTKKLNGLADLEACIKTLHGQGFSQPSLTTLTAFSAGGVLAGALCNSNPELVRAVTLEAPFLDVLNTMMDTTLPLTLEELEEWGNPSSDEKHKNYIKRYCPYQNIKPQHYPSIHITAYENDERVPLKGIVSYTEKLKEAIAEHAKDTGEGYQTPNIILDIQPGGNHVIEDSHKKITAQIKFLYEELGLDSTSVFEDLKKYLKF
PAFAH1B2 inh = blocks human PAF acetylhydrolase 1b catalytic subunit 2 | recombinant PAFAH1B2, FP-rhodamine activity probe, fluorescence polarization | inhibition, % at 3.39 µM | 340,000 tested, 1.2% active | AID 492953;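 active = inhibition above the mean of all tested compounds plus 3 SD, cut at about 24% in these data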;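 also: 0% = enzyme with DMSO and 100% = wells lacking PAFAH1B2; many of its hits are not listed in these tables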
PME-1 inh = PME-1 (human) inhibition; recombinant PME-1, FP-Rh probe fluorescence polarization; Q9Y570; inhibition, % at 5.9 µM; 320,000 tested, 0.53% active;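 active = inhibition above the campaign mean of all compounds plus 3 SD, cut at about 26% in these data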;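 also: competitive labeling of PME-1 active site by serine hydrolase directed probe; 0% = PME-1 with DMSO and 100% = wells lacking PME-1 enzyme; inhibitors block probe labeling so polarization falls and inhibition rises; many of its hits are not listed in these tables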
PAFAH1B3 inh = inhibitors of human PAFAH1B3 | recombinant PAFAH1B3, FP-rhodamine probe, fluorescence polarization | inhibition, % at 3.39 µM | 340,000 tested, 0.28% active | AID 492972;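 active = inhibition above the screen-wide average of all tested compounds plus 3 SD, cut at about 25% in these data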;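 also: 0% = enzyme with DMSO only and 100% = wells lacking PAFAH1B3 protein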
LYPLA1 counter = LYPLA1 (human) inhibition in PME1 counter-screen; O75608; recombinant LYPLA1, FP-Rh probe fluorescence polarization; inhibition, % at 5.9 µM; 320,000 tested, 0.16% active; AID 2174;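 active = inhibition above the mean of all tested compounds plus 3 SD, set per campaign, cut at about 14% in these data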;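 also: inhibitors block serine hydrolase probe labeling of LYPLA1 so polarization falls; 0% = enzyme with DMSO and 100% = wells lacking LYPLA1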
PAD4 inh = PAD4 (human) enzyme inhibition. Q9UM07. recombinant PAD4, RCA probe fluorescence polarization. inhibition, % at 6.36 µM. 330,000 tested, 0.41% active;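 active = percent inhibition above a cutoff equal to the mean of all tested compounds plus 3 SD, cut at about 15% in these data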;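 also: 0% = PAD4 with RCA probe and DMSO and 100% = probe without PAD4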
GSTO1 inh = GSTO1 inhibition, counter-screen for RBBP9 inhibitors; recombinant GSTO1, activity-based probe fluorescence polarization; inhibition, % at 5.96 µM; P78417; 300,000 tested, 1.1% active;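 active = inhibition above the campaign mean inhibition plus 3 SD, cut at about 35% in these data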;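 also: 0% = GSTO1-1 with DMSO and 100% = wells lacking GSTO1-1 enzyme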
Target sequence (P78417 whole entry, looked up): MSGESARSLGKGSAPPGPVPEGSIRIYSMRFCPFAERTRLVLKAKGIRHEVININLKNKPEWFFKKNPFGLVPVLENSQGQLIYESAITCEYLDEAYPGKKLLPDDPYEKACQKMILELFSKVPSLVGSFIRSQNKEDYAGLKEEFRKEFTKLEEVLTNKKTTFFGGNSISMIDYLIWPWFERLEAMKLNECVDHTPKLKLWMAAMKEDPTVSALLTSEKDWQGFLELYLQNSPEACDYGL
* marks the source's active call; other numbers are inactive results; nt = not tested or not shown.

structure,LYPLA2 counter,pPAFAH inh,PREPL inh,PAFAH1B2 inh,PME-1 inh,PAFAH1B3 inh,LYPLA1 counter,PAD4 inh,GSTO1 inh
O=C(c1cc(F)ccc1F)C1CCCN(C(=O)c2cccs2)C1 (configuration not stated),3,0,17,6,5,6,4,-1,2
Oc1c(CN2CCN(c3ccccn3)CC2)cc(Cl)c2cccnc12,1,-1,34,2,3,6,1,-14,7
CCC1=C2CC[C@H]3C(=O)N(CC)C(=O)[C@H]3[C@H]2[C@@]2(Cc3ccccc3)C(=O)N(Cc3ccccc3)C(=O)N2C1=O,-4,4,9,5,2,2,-2,0,1
COc1ccccc1CC(=O)N1CCCc2cc(C)ccc21,0,-4,9,6,-4,11,1,1,-3
COc1ccc(C2C(C(=O)N3CCOCC3)c3ccccc3C(=O)N2c2ccc(OC)cc2)cc1 (configuration not stated),1,6,3,-2,-4,0,-2,2,-3
Cc1ccc(S(=O)(=O)CCC(=O)OCC(=O)NC(=O)c2ccccc2)cc1,-2,6,0,10,-5,13,-3,-1,11
CCc1nnc(NS(=O)(=O)c2ccc(NC(=O)c3ccc(Br)cc3)cc2)s1,0,-14,5,-3,-4,1,-7,-3,-3
O=C(NNc1cccc(Cl)n1)c1c(Cl)cccc1Cl,2,6,7,-2,1,-6,2,2,-7
COCc1cc(C)nc(NC2CC(C)(C)NC(C)(C)C2)c1C#N,6,-3,-9,-2,-9,1,3,-4,11
Cc1ccc(/C=N/NC(=O)c2cc3c(ccc4ccccc43)o2)cc1[N+](=O)[O-],-6,2,8,-1,6,-1,-4,1,3
COc1cc2c(cc1OC)C(c1ccccc1)N(C(=O)CSCC(=O)O)CC2 (configuration not stated),-3,-2,0,-1,8,-1,-4,-2,1
COc1ccc(S(=O)(=O)Nc2nc3ccccc3nc2NCC2CCCO2)cc1 (configuration not stated),6,4,20,4,3,-1,4,-2,-7
O=C(NC1CCCC1)c1cc(-c2ccc(Cl)cc2)on1,1,2,3,9,-3,0,1,1,1
COc1ccc(CC2(CO)CCN(S(=O)(=O)c3sccc3C)CC2)cc1,-1,3,7,1,6,0,0,0,2
CC1=C(C)CC(C(=O)NCc2ccc3c(c2)OCO3)C(C(=O)O)C1 (configuration not stated),-1,0,1,3,-1,-2,-1,0,2

Next part.
structure,LYPLA2 counter,pPAFAH inh,PREPL inh,PAFAH1B2 inh,PME-1 inh,PAFAH1B3 inh,LYPLA1 counter,PAD4 inh,GSTO1 inh
COC(=O)C(Cc1c[nH]c2ccccc12)NC(=O)c1cc(-c2ccc(OC)c(OC)c2)oc1C (configuration not stated),6,14,12,-2,-2,2,-3,-3,5
Cc1ccc(N(C(=O)c2ccco2)C(C(=O)NC2CCCC2)c2cccnc2)cc1 (configuration not stated),1,1,6,2,6,2,0,-4,8
CC(C)c1nc(SCc2ccccn2)c2c(=O)n(C)c(=O)n(C)c2n1,6,-1,-10,7,5,-3,-1,1,0
Cc1ccc(C(=O)Nc2ncccc2C)cc1S(=O)(=O)N1CCOCC1,-4,-4,-4,6,3,3,-1,0,nt
O=C(O)C1CSC(c2ccncc2)N1 (configuration not stated),5,2,-5,3,-1,5,-1,0,-1
O=[N+]([O-])c1cc2c(c(CSc3nnnn3-c3ccc(O)cc3)c1)OCOC2,9,8,0,6,5,6,4,2,-2
C=C(C)c1nc2cc(OC)c(OC)cc2c(=O)o1,2,0,2,5,0,18,-3,4,18
Cc1nn(-c2ccccc2)cc1/C=N/NC(N)=S,-2,3,-1,nt,-1,nt,-2,2,-2
COc1ccc(-c2csc(NNC3=NCCCCC3)n2)cc1,5,1,22,nt,-1,nt,0,2,17
COc1cc(NC(=O)CC2NCCNC2=O)cc(OC)c1 (configuration not stated),-7,3,-5,5,-6,0,-3,1,3
O=C(CSc1nc2ccccc2c(=O)n1Cc1ccc(F)cc1)NCc1cccs1,0,6,-6,1,-5,8,-2,-3,6
O=C(Oc1ccc(-c2nnco2)cc1)N1CCOCC1,1,0,13,-1,4,-1,0,-3,0
Cc1ccccc1NC(=O)/C=C/c1cccc(C(F)(F)F)c1,-2,2,4,-1,-2,5,-1,2,-5
COc1cc(NC(=O)c2cccc(Cl)c2)c(OC)cc1NC(=O)CN1CCOCC1,-3,4,21,2,7,3,-5,-7,3
Cc1cc(C(=O)OCC(=O)N(C)c2ccccc2)c(C)o1,nt,3,8,7,nt,8,nt,1,nt

(more compounds)
structure,LYPLA2 counter,pPAFAH inh,PREPL inh,PAFAH1B2 inh,PME-1 inh,PAFAH1B3 inh,LYPLA1 counter,PAD4 inh,GSTO1 inh
CC(=O)NC(O)C(=O)c1ccccc1 (configuration not stated),2,0,-1,8,5,8,-3,2,1
CCOC(=O)CSc1nc2c(c(=O)n(Cc3ccccc3Cl)c(=O)n2C)n1C,3,-7,6,5,-2,9,2,-1,-4
COc1ccccc1-c1nnc(NC(=O)CCS(=O)(=O)c2ccccc2)o1,0,1,-1,6,6,0,-1,-2,13
CN(C)/C(CN1CCN(C=O)CC1)=C1\N=C(c2ccccc2)OC1=O,-4,0,18,2,0,5,-2,-7,7
COc1ccc(CCNC(=O)CCn2c(=O)c3ccccc3n(CC(=O)NCC3CCCO3)c2=O)cc1OC (configuration not stated),2,-3,3,3,-2,6,3,-2,-4
Cc1ccccc1CSc1nnc(CCCCCNC(=O)OC(C)(C)C)o1,19,10,17,nt,6,nt,9,-4,-4
Cc1ccc(C2=NN(C(=O)CCCC(=O)O)C(c3ccc4c(c3)OCO4)C2)cc1 (configuration not stated),-2,0,7,-1,-1,4,0,-4,-3
O=C(c1ccccc1NS(=O)(=O)c1ccc(F)cc1)N1CCOCC1,1,-1,-4,-2,-1,-1,-2,3,1
Cc1ccc(NC(=O)CN2C(=O)C3CC=CCC3C2=O)cc1S(=O)(=O)N1CCOCC1 (configuration not stated),15,4,6,-2,5,15,4,0,-3
CCOC(=O)CNc1c(-c2ccc(F)cc2)nc2cnccn12,1,1,-4,1,1,-4,2,-4,-1
Cc1ccc(NC(=O)[C@@H]2CCCN2S(=O)(=O)c2ccc(Cl)cc2)cc1,nt,4,18,6,nt,11,nt,-2,nt
CC(=O)Nc1ccc(NS(=O)(=O)C(F)(F)F)cc1,-3,4,0,2,8,-4,-1,0,4
O=C(O)CCN1C(=O)c2ccc(NC(=O)C(c3ccccc3)c3ccccc3)cc2C1=O,2,-1,-5,6,-1,8,0,8,-7
COc1ccc(NC(=O)CN2C(=O)CSc3ccc(S(=O)(=O)N4CCCC4)cc32)cc1OC,11,2,-9,4,1,9,0,0,-2
N#Cc1cc2cc3c(cc2nc1SCC(=O)N1CCCC1)OCCO3,1,4,6,5,-1,5,-1,3,3

Part of the list above with just PAFAH1B3 inh, LYPLA2 counter and pPAFAH inh.
Compound | PAFAH1B3 inh | LYPLA2 counter | pPAFAH inh
COc1cc2c(cc1OC)C(c1ccccc1)N(C(=O)CSCC(=O)O)CC2 (configuration not stated) | -1 | -3 | -2
COc1ccc(S(=O)(=O)Nc2nc3ccccc3nc2NCC2CCCO2)cc1 (configuration not stated) | -1 | 6 | 4

Other compounds follow:
structure,LYPLA2 counter,pPAFAH inh,PREPL inh,PAFAH1B2 inh,PME-1 inh,PAFAH1B3 inh,LYPLA1 counter,PAD4 inh,GSTO1 inh
COc1ccc(C2=NS(=O)(=O)N(C)C(C(=O)N3CCN(C)CC3)=C2)cc1,-2,2,1,1,3,-5,2,3,2
COc1ccc(OC)c(-c2csc(NC(=O)CN3C(=O)C4CCCCC4C3=O)n2)c1 (configuration not stated),-2,5,12,3,16,3,-6,-6,-2
N#Cc1c(NC(=O)CSc2nnnn2C2CCCCC2)sc2c1CCCC2,1,-2,4,12,6,2,-1,1,-1
COc1ccc(CCN=C(N)NS(=O)(=O)c2ccc(C)cc2)cc1OC,5,2,4,3,11,-3,0,2,6
CCOC(=O)CNC(=S)N(Cc1cccs1)C1CCCCC1,0,2,-5,5,4,3,0,-3,1
O=C(C1CCCN(S(=O)(=O)c2ccc(F)cc2)C1)N1CCCCCC1 (configuration not stated),4,3,-3,4,3,10,4,-4,1
COc1ccc(C(=O)NCc2ccc(N3CCN(C)CC3)cc2)cc1,4,4,17,4,-5,9,1,1,-3
COc1cc(-c2nc3ccccn3c2/N=C/c2ccc(F)cc2)ccc1O,-5,-3,10,6,-5,10,-3,1,4
Cc1ccc(Sc2c(C#N)c(-c3ccccc3)nn2C)cc1,-5,3,1,1,-1,4,-4,-2,-2
O=C(NC1CCSc2ccccc21)c1cccc(Br)c1 (configuration not stated),3,-6,3,3,1,7,0,-4,-5
COC(C/C=C\[C@H](O)COCc1ccccc1)OC,0,3,5,4,1,8,3,-3,-4
CCCCCn1c(C)c2c(OCC)cccc(=O)c2c1C,-1,18,13,4,8,9,3,-4,-1
O=C(CSc1nnnn1-c1cccc(F)c1)Nc1nc2ccccc2s1,0,8,-6,-2,-2,2,1,-1,-1
O=C(CCc1nc2ccccc2c(=O)[nH]1)Nc1ccc(N2CCCCC2)cc1,0,4,-1,1,5,15,0,0,1
Cc1nn(CCOc2cccc(Br)c2)c(C)c1[N+](=O)[O-],-3,0,7,1,1,5,-3,2,0
Cc1ccc(S(=O)(=O)N2CCCCC2)cc1NC(=O)C1CC(=O)N(c2ccc3c(c2)OCCO3)C1 (configuration not stated),7,3,19,-3,8,4,0,-4,-6
COc1cccc(-c2cc(C(=O)NCc3ccco3)no2)c1,4,3,18,5,-4,0,-4,5,3
CC(=O)N(Nc1ccccc1)c1ccccc1,3,2,-2,8,5,4,-2,1,-6

This is a subset, so the mix of outcomes need not match the whole.
